Screening data (PubChem BioAssay)
PKA-R2B activ: activators of human PKA-R2B complex. P22694+P31323. PKA-R2B holoenzyme dissociation, Cy5-IP20 fluorescence polarization; R2B truncated from residue 108, S112A mutant; 0% DMSO only, 100% 113 µM cGMP. activation, % at 11.4 µM. 0.079% of 340,000 active. AID 504700;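 active = activation above a cutoff set at the mean over all compounds plus 3 SD, cut at about 18% in these data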;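 also: higher means more holoenzyme dissociation and a rise in polarization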
Target sequence (P31323 whole entry, looked up, other chains not shown, the tested form may be a part): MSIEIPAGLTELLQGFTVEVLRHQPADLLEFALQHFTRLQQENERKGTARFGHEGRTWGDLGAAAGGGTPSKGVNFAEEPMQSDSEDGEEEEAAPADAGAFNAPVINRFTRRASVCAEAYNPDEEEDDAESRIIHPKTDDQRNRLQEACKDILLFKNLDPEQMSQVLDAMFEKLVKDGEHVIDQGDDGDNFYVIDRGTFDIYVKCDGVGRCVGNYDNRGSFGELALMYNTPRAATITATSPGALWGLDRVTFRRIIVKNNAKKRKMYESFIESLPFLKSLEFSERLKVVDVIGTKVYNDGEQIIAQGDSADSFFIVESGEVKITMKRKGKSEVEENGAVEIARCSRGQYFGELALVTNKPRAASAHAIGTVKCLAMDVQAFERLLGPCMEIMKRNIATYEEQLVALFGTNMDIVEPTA
OPRM1-OPRD1 inv: inverse agonists of human mu-delta opioid receptor heterodimerization. AID 504357. cell-based MOR-DOR heterodimer luminescence, inverse agonism. P35372+P41143. 0.21% of 340,000 active. inhibition, % at 9.3 µM; in the data active = inhibition above about 22%, passing the limit was not always enough;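 also: 0% = cells with DMSO and 100% = wells without cells with DMSO; values of inactives mirror those of a sister screen read the other way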
PfHsp90 set2: inhibits growth of yeast expressing Plasmodium falciparum Hsp90. S. cerevisiae expressing PfHsp90, BacTiter-Glo ATP, 48 h; yeast lacking PDR1 and PDR3 efflux regulators. inhibition, % at 9.4 µM. 0.32% of 310,000 active;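 active = every replicate shows inhibition above about 80%, whatever the replicate mean, limit read from the data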;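 also: 0% = DMSO neutral controls and 100% = 20 µM radicicol positive controls; yeast relying on Plasmodium falciparum Hsp90 in place of its own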
Mot1-301 SUMO: SUMOylation pathway inhibition by Mot1-301 growth rescue. S. cerevisiae Mot1-301 growth rescue, ATP luminescence, 38.5C; percent above DMSO median, 100 means doubled. growth rescue, % at 18.8 µM. 1% of 320,000 active. AID 2716;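 active = every valid replicate shows activation above 250% relative to neutral control wells; inactive = the rest, any valid replicate at or below 250%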;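 also: OY570 slx delta 5 strain wells were the positive control but not used for scaling; some compounds called inactive have numbers as strong as hits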
phage Ecoli inh: E. coli growth loss with phage present. 0.26% of 360,000 active. inhibition, % at 11.9 µM. AID 651602. growth absorbance; in the data active = inhibition above about 11%
HTR5A inv ag: HTR5A inverse agonism, opioid heterodimer counter-screen; P47898; AID 504634; HTR5A cell line, luminescence; inhibition, % at 9.3 µM; 0.083% of 340,000 active; in the data active = inhibition mostly above about 23%, no sharp cut-off; inactive = mostly below about 18%;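 also: 0% = cells with DMSO and 100% = no-cell wells with DMSO; some compounds called inactive have numbers as strong as hits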
Target sequence (P47898 whole entry, looked up): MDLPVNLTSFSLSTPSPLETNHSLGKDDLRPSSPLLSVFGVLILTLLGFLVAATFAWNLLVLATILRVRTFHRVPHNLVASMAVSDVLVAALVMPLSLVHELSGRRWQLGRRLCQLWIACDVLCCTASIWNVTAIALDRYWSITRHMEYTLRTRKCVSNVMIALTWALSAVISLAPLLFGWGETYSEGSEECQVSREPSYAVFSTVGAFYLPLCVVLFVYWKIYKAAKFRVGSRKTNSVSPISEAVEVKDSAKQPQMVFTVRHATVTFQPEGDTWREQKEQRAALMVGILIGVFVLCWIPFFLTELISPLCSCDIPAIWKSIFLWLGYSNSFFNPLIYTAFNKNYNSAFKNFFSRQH
E coli growth: counter-screen for AddAB inhibitors: E. coli growth inhibition; E. coli V3065 growth, OD600 absorbance, 18 h; 0.27% of 330,000 active; AID 449728; inhibition, % at 11.9 µM;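 active = inhibition above the campaign's mean inhibition across all tested compounds plus 3 SD, cut at about 9.9% in these data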;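 also: uninfected addAB+ strain grown without phage in ampicillin broth; 0% = DMSO wells and 100% = ciprofloxacin 0.95 µg/ml wells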
PKA-R1A activ: PKA-R1A complex activation; P00514+P68181; PKA-R1A dissociation, Cy5-IP20 fluorescence polarization; scaled: DMSO 0%, 113 µM cGMP 100%; activation, % at 11.4 µM; 0.083% of 340,000 active; AID 504707;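 active = percent activation above the mean of all tested compounds plus 3 SD, cut at about 19% in these data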;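 also: higher means more PKAc released from R1A so a rise in polarization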
OPRM1-OPRD1 ag: OPRM1-OPRD1 heterodimerization agonism. cells, luminescence. activation, % at 9.3 µM. 0.3% of 340,000 active. AID 504326; in the data active = activation above about 18%;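 also: 0% = vehicle-treated cells and 100% = reference agonist; values of inactives mirror those of a sister screen read the other way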
Tat export inh: blocks Tat-dependent protein export in E. coli; E. coli MC4100 TorA-mCherry Tat export, fluorescence; inhibition, % at 10 µM; 0.036% of 340,000 active;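 active = mean replicate inhibition at least 50% and at least half of replicates individually reaching 50%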;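 also: exported cargo escapes ClpAP degradation while cytoplasmic cargo is degraded and loses fluorescence; 0% = median of neutral control wells and 100% = median of NaSCN control wells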
AddAB inh: less growth of phage-infected E. coli with AddAB | E. coli expressing H. pylori AddAB, absorbance growth | inhibition, % at 11.9 µM | 0.29% of 330,000 active; in the data active = inhibition above about 12%;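 also: 0% = vehicle wells of infected cells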
Active calls of the source: *; . = no result given. Random draw from the library (roughly 2.2% active in at least one column).

SMILES | PKA-R2B activ | OPRM1-OPRD1 inv | PfHsp90 set2 | Mot1-301 SUMO | phage Ecoli inh | HTR5A inv ag | E coli growth | PKA-R1A activ | OPRM1-OPRD1 ag | Tat export inh | AddAB inh
CC(CCN1CCN(c2ccc(F)cc2)CC1)c1ccccc1 (stereo unspecified) | 0.7 | -39.9 | -16.5 | 14.5 | 1.1 | -4.7 | 1.9 | -5.4 | 8.4 | 2.0 | 6.0
CCOc1ccc(NC(=O)C2=NN(c3ccccc3)C(=O)CC2)cc1S(=O)(=O)N1CCCCC1 | 1.5 | -3.5 | -2.1 | 2.1 | 1.5 | -10.3 | -0.3 | 15.4 | 0.8 | -6.7 | 1.5
O=C(CCCOc1ccc(Cl)cc1Cl)Nc1ccncc1 | -1.0 | -12.2 | 2.5 | 13.4 | 4.0 | -20.6 | -4.3 | -8.9 | 2.1 | 14.5 | -1.5
Cc1ccc(C(=O)Nc2sc3c(c2C#N)CCCCC3)cc1C | 13.2 | 8.0 | -3.3 | 13.5 | 2.4 | -9.7 | 0.2 | -7.3 | -1.5 | 26.1 | 1.8
O=C(NCCC1=CCCCC1)c1ccc(Br)o1 | 6.6 | -7.3 | . | 46.5 | 2.9 | -4.1 | 0.8 | -0.6 | 1.3 | -7.3 | 2.9
CCCCSc1nc2c([nH]1)c(=O)n(C)c(=S)n2C | -5.1 | 10.1 | 9.7 | . | 3.1 | -6.8 | . | -4.8 | -2.1 | -2.2 | .
COC(=O)Cc1c(C)c2ccc(OC(=O)c3ccco3)cc2oc1=O | -9.8 | 13.2 | -10.6 | -8.9 | 1.4 | -8.4 | 2.1 | -6.9 | -2.3 | 0.0 | 4.0
Cc1nccc(-c2ccc(-n3c(C)ccc3C)cc2)n1 | -3.1 | 1.6 | -10.4 | 151.1 | -0.2 | 1.2 | -0.3 | 3.4 | -0.3 | -7.7 | 4.0
O=C(NC(=S)N1CCCCC1)c1csc([N+](=O)[O-])c1 | . | . | -9.6 | -23.9 | -0.1 | . | 0.2 | . | . | -10.7 | 6.2
CCOC(=O)c1c(C)[nH]c(NC(=O)N2CCOCC2)c1C | -3.2 | 19.2 | 17.0 | 85.9 | 0.1 | 12.8 | -0.4 | -8.0 | -3.4 | -0.7 | 2.3
COc1ccc(/C=C2\SC(N)=NC2=O)cc1Br | 6.9 | 5.3 | 20.2 | 309.3 | -0.5 | 12.2 | -1.6 | -0.1 | -1.1 | 1.4 | 3.5
Cc1ccc2nc(C(Cl)(Cl)Cl)nc(N/N=C/c3ccncc3)c2c1 | 5.0 | -8.2 | -1.1 | -5.0 | 3.8 | -8.5 | -1.8 | 1.8 | 1.4 | -2.8 | 0.0
Cc1cc(C)nc(N2CCCC(C(=O)NC3CCCC3)C2)n1 (stereo unspecified) | 0.9 | 13.2 | 30.5 | 335.7 | 4.4 | 1.3 | 0.9 | 1.1 | -2.4 | -10.1 | 1.5
COCCNC(=O)COc1cc(=O)n(C)c2ccccc12 | -0.7 | 10.3 | 8.2 | 8.5 | 0.3 | -4.9 | 0.3 | 1.8 | -2.1 | 1.7 | 1.4
c1ccc(SCc2nc3ccccc3[nH]2)nc1 | -6.5 | 7.0 | 35.8 | -7.5 | 4.0 | -2.1 | 1.4 | 3.3 | -1.7 | 6.8 | 0.9
Cc1cccc2[nH]c(CCNC(=O)C3CCC(=O)N(CCc4cccc(F)c4)C3)nc12 (stereo unspecified) | -11.1 | 14.2 | 12.3 | -6.3 | 2.3 | 0.5 | -0.8 | -1.2 | -2.8 | 0.1 | 3.7
COc1cccc(CNC(=O)CCCNS(=O)(=O)c2cccs2)c1 | 1.9 | 4.9 | 8.4 | -16.6 | 2.4 | 17.3 | 1.2 | 2.0 | -1.2 | -3.1 | 4.7
NS(=O)(=O)c1ccc(CCNC(=O)CCCn2c(SCC(=O)N3CCCC3)nc3ccsc3c2=O)cc1 | 2.6 | -1.4 | -9.8 | -5.7 | 1.6 | 8.4 | 0.2 | 4.2 | 0.3 | 3.4 | 3.9
Cc1ccc(S(=O)(=O)N/N=C(\c2ccccc2)c2cccnc2)cc1 | -1.2 | -4.1 | 1.2 | -30.0 | 4.7 | -13.5 | 1.0 | -4.7 | 0.8 | -2.4 | 3.8
O=C(Nc1ccccc1)C1=C[C@H](C2CCCCC2)C[C@H](OCc2ccc(CO)cc2)O1 | -4.8 | -16.9 | . | -18.8 | 0.2 | 0.3 | 0.2 | 8.8 | 3.1 | 8.6 | 1.9
CCCC(=O)NCCSC | -1.7 | 6.7 | 10.2 | . | 1.1 | -32.0 | -1.3 | 2.1 | -1.1 | 2.9 | -0.9
Cc1ccc2nc(NCCc3ccc(Cl)cc3)c3nncn3c2c1 | -0.6 | -3.2 | -5.7 | -1.4 | 0.9 | -0.4 | -2.6 | -14.3 | 0.7 | 6.1 | 0.8
O=C(COC(=O)/C=C/c1ccc(Br)o1)Nc1cccc(S(=O)(=O)N2CCOCC2)c1 | -4.6 | 6.0 | -13.1 | 31.3 | 3.6 | 12.6 | -2.8 | -1.8 | -1.2 | -0.3 | 0.6
CCC(NC(=O)CNC(=O)c1ccc2c(c1)OCO2)c1ccc(Br)cc1 (stereo unspecified) | 7.0 | 5.5 | . | . | 4.8 | 6.3 | . | 3.1 | -0.8 | 4.3 | .
O=C(NCCc1ccccc1)/C(=C\c1cccc([N+](=O)[O-])c1)NC(=O)c1ccco1 | 3.6 | 14.7 | 6.4 | -17.2 | 2.8 | -7.9 | 2.8 | -8.6 | -2.9 | -3.9 | 1.0
Cc1ccccc1NC(=O)c1c(Cl)nc(C)c(Cl)c1C | -3.2 | 10.1 | 3.1 | 219.8 | 3.5 | 19.4 | -1.7 | 2.4 | -1.9 | 2.8 | -1.2
CCOC(=O)c1cn(-c2nc(-c3ccc(Cl)c(Cl)c3)cs2)c2c(F)c(N3CCOCC3)c(F)cc2c1=O | 6.4 | 5.0 | 61.6 | -15.6 | 1.7 | -14.5 | 0.0 | -12.8 | -1.0 | 2.3 | 2.0
O=C(Nc1ccc(S(=O)(=O)Nc2ncccn2)cc1)c1ccccc1NS(=O)(=O)c1ccc(Cl)cc1 | -0.2 | -1.7 | 4.4 | -16.2 | 1.5 | 7.8 | 1.2 | 0.9 | 0.3 | 3.6 | 0.7
Fc1ccc(N2CCN(Cc3cnc(N4CCOCC4)s3)CC2)cc1 | -8.4 | 6.4 | 11.2 | 15.8 | 2.4 | -5.0 | 0.1 | -4.8 | -1.4 | -2.0 | 3.3
COCCCNc1nc(SCc2ccccc2)nc2sc3c(c12)CCC3 | -3.7 | 8.7 | -3.8 | -2.1 | 0.2 | -14.3 | -1.0 | 2.2 | -1.7 | -2.6 | -2.2
COc1ccccc1NC(=O)C(C)Sc1nc2ccccc2c(=O)n1CC1CCCO1 (stereo unspecified) | -6.0 | 3.6 | -0.9 | 29.2 | 1.3 | -8.9 | 1.1 | -5.8 | -0.6 | -3.6 | 1.0
c1ccc(-c2cc3nccc(-c4ccccn4)n3n2)cc1 | 1.2 | -11.9 | -19.0 | 12.7 | 5.4 | -7.2 | -1.5 | 5.6 | 1.6 | -4.9 | 2.3
CCc1nnc(NC(=O)CSc2nnc3nc(C)cc(C)n23)s1 | 10.3 | -8.5 | 29.4 | 413.0 | 2.6 | -18.7 | -1.4 | 4.5 | 1.2 | 1.7 | 1.2
CCOc1ccccc1N1CCN(C/C=C/c2ccc(N(C)C)cc2)CC1 | -7.1 | 0.7 | 11.7 | 30.4 | 1.1 | 2.5 | -1.1 | -2.2 | -0.1 | 1.8 | 3.5
Cc1c(C#N)c(NC(=O)c2ccccc2)n(Cc2ccccc2)c1C | 4.5 | 15.7 | 3.8 | 1.6 | 2.3 | 29.1 | 0.7 | 8.3 | -3.1 | -2.4 | 4.1
O=[n+]1cc(-c2ccc(Cl)cc2)n([O-])c2c1CCCCC2 | -8.7 | -8.8 | 12.6 | 20.6 | 2.4 | -14.6 | 3.0 | -9.6 | 1.7 | 14.7 | 2.2
CCOC(=O)c1c(NC(=S)NC(=O)/C=C/c2cccs2)sc(C)c1C | 2.6 | -0.8 | -5.0 | 3.1 | 2.4 | 9.7 | 0.2 | -2.6 | 0.1 | -4.4 | 1.6
CC(C)(C)C(=O)C(C(c1ccccc1)N1CCOCC1)N1CCOCC1 (stereo unspecified) | -3.3 | 8.3 | . | . | 1.2 | 4.2 | . | -4.0 | -1.6 | -7.8 | .
O=C(NCCc1cnc[nH]1)Nc1cccc(C(F)(F)F)c1 | -0.7 | -10.5 | -8.6 | 5.8 | 2.1 | -20.6 | 1.9 | -10.9 | 2.1 | 6.4 | 2.4
CCOC(=O)C1(Cc2cccc(F)c2)CCN(C(=O)Cn2cnnn2)CC1 | -2.5 | 12.3 | -21.1 | 165.8 | -1.1 | 17.2 | 0.0 | -14.6 | -2.4 | 1.2 | -0.6
Cc1nn(C)cc1/C=N\NC(=O)c1ccc2c(c1)c(C)c(C)n2Cc1ccccc1 | 12.4 | 12.2 | -16.0 | 11.4 | 3.8 | -7.1 | -2.6 | 1.6 | -2.3 | 22.4 | 1.4
O=C(NCC(c1ccco1)N1CCCC1)c1ccc(S(=O)(=O)Nc2ccccc2F)cc1 (stereo unspecified) | -7.1 | 8.6 | . | . | -0.3 | -14.0 | 1.6 | 4.5 | -1.6 | 1.7 | 3.4
CCNC(=O)O/N=C(\C)c1sc(-c2ccc(Cl)cc2)nc1C | -2.0 | 0.6 | -12.0 | -10.0 | 2.2 | 6.0 | -0.4 | 14.2 | -0.1 | 0.4 | 4.0
Cc1ccc2nc(C)cc(N/N=C/c3cccc(O)c3)c2c1 | -14.0 | 12.0 | -9.8 | 139.4 | 2.3 | -17.4 | 1.6 | -8.7 | -2.2 | -4.8 | 0.7
CCC(C)[C@H](NC(=O)OC(C)(C)C)C(=O)N/N=C/c1ccc2cc(OC)ccc2n1 (stereo partly specified) | -0.5 | 3.2 | -19.9 | 11.0 | 2.4 | 10.7 | 0.0 | -3.4 | -0.6 | 2.8 | 4.7
O=C(Cn1cnc2c(NCc3ccccc3)ncnc21)NCCCc1ccccc1 | -3.4 | . | 9.7 | . | 0.1 | . | 0.4 | 0.9 | . | -2.5 | 2.2
O=C(CCC1CCCN(C(=O)c2cccnc2)C1)NCc1ccccc1F (stereo unspecified) | -1.9 | 8.4 | -14.6 | -1.2 | 1.8 | -0.2 | -0.1 | 2.6 | -2.6 | -15.7 | 1.5
CCCC1(c2ccccc2)NC(=O)N(CC(=O)NCc2ccc(OC)cc2)C1=O (stereo unspecified) | 1.9 | 3.5 | 1.5 | 0.7 | 0.1 | 9.4 | -0.6 | 11.6 | -0.8 | -1.3 | -1.0
